From PubChem
HepG2 tox – HepG2 cytotoxicity, counter-screen for TGF-b inhibitors. HepG2 CAGA-GFP viability, ATP luminescence, 18 h. Potency, µM (doses to about 46.1 µM), for inactives: top-dose activity change, negative = cytotoxicity, actives largely listed as cytotoxic. 0.76% of 410,000 active; further: potency means the concentration at half of the fitted maximal effect; some results filed as inactive show a strong effect at the top dose
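HepG2 CAGA-GFP cells (1000/well, DMEM with 1% FBS) received compound, then TGF-beta at 500 pg/mL final, and were incubated 18 hours at 37 degrees C. Viability was read by CellTiter-Glo luminescence. Media-only wells were set as complete cell-killing and DMSO as no toxicity.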
A549 viability – A549 cytotoxicity, counter-screen for Nrf2 inhibitors | Potency, µM (doses to about 46 µM), without a hit: at the highest dose activity change, negative = cytotoxicity, most hits filed as inhibitors | 0.16% of 390,000 active | A549 ARE-Fluc cells, CellTiter-Fluor viability, 18-24 h; further: potency means the concentration at half of the fitted maximal effect; on the % scale 0 is the no-effect control and ±100 the full control effect
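Cytotoxicity counterscreen: CellTiter-Fluor fluorescence was measured in A549 ARE_Fluc cells after 18-24 h of compound exposure in a concentration series. The subsequent BugLite luminescent read reports ARE-luciferase activity.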
pAkt inh – blocks phosphorylation of Akt; activity change, % for hits at 50 µM; 0.32% of 360,000 active; AID 651550; Neuro2A IGF-stimulated pAkt S473 HTRF, 20 min; stronger effect = lower value; in the data active means activity change below about -80%; inconclusive means mostly about -51% to -80%; further: on the % scale 0 is the no-effect control and ±100 the full control effect
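Single-point screen (50 µM final compound) in Neuro2A cells stimulated 20 min with 6 nM IGF at 37 deg C. After lysis, Ser473-phosphorylated Akt read by HTRF (ex 330 nm, em 615/665 nm) as the 665/615 ratio.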
MmCpn inh – M. maripaludis TRiC chaperonin inhibition | purified Mm-Cpn ATPase, ADP Transcreener TR-FRET | Potency, µM (titrated, usually from 76.9 µM), without a hit: top-dose activity, negative = inhibition, actives largely listed as inhibitors | 0.031% of 330,000 active; further: potency means the concentration at half of the fitted maximal effect; on the % scale 0 is the no-effect control and ±100 the full control effect; nearly all actives have a fitted effect of over 80% in size
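Reaction buffer contained 30 mM Tris pH 7.4, 100 mM KCl, 5 mM MgCl2 and 1 mM DTT. Mm-CPN (25 nM final) hydrolysed 10 uM ATP over 30 min at 37°C; ADP was read by HTRF.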
Nrf2 activator – activates Nrf2 signaling; AREc32 ARE-luciferase reporter (MCF7-derived line), luminescence, 24 h; Potency, µM (titrated, usually from 46.1 µM), for inactives: at the top dose activation, most hits filed as activators; 0.31% of 410,000 active; AID 624171; further: potency means the concentration at half of the fitted maximal effect; % of control where 0% means no effect; nearly all actives have a fitted effect of over 65% in size
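ARE activation measured as luciferase luminescence (Steady-Glo, 30 min RT) in AREc32_Fluc cells after 24 hr compound exposure at 37 deg C, 5% CO2; cells seeded overnight at 1000/well in OPTI-MEM, 5% FBS.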
TGFb SMAD3 inh – TGF-b pathway inhibition | HepG2 CAGA-GFP TGF-b/SMAD3 reporter, GFP fluorescence, 18 h; TGF-beta stimulated, 500 pg/mL final | 1.2% of 410,000 active | AID 588855 | Potency, µM (highest dose often 46.1 µM), inactives show top-dose activity, negative = inhibition, actives largely listed as inhibitors; further: potency means the concentration at half of the fitted maximal effect; on the % scale 0 is the no-effect control and ±100 the full control effect; nearly all actives have a fitted effect of over 65% in size
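First, reporter cells (HEPG2 CAGA-GFP) rested 2 h at 37 degrees C. Next, compounds were pinned in and TGF-beta added to 500 pg/mL final. After 18 h, GFP was imaged per cell and summed per well.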
ATXN viability – viability counter-screen for ATXN expression inhibitors; S2 cells (HEK-293 line with an ATXN2-luciferase reporter) viability, CellTiter-Fluor protease fluorescence, 24 h; Potency, µM (top dose mostly 56.7 µM), hits mostly cytotoxic; 0.49% of 400,000 active; further: potency means the concentration at half of the fitted maximal effect; nearly all actives have a fitted effect of over 40% in size
Nrf2 block – blocks Nrf2 signaling. Potency, µM (top dose mostly 46 µM), for inactives: at the highest dose activity change, negative = inhibition, most hits filed as inhibitors. A549 ARE-Fluc reporter, luciferase luminescence, 18-24 h. 2.1% of 360,000 active; further: potency means the concentration at half of the fitted maximal effect; on the % scale 0 is the no-effect control and ±100 the full control effect; nearly all actives have a fitted effect of over 60% in size
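Nrf2 function is reported as luminescence of an ARE-controlled luciferase in A549 cells. Compounds were tested at several concentrations, and a CellTiter-Fluor read on the same wells flagged cytotoxicity.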
CCT chaperon mod – cytosolic chaperonin activity modulation. purified chaperonin ATPase assay, HTRF ADP detection, 30 min. activity change, % (no concentration beside the values), hits read low. 0.3% of 360,000 active. AID 651819; in the data active means activity change below about -30%; further: on the % scale 0 is the no-effect control and ±100 the full control effect
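TRiC at 40 or 20 nM final (batch-dependent) in 30 mM Tris pH 7.4, 100 mM KCl, 5 mM MgCl2, 1 mM DTT, with compound at single 76 uM and 10 uM ATP, 30 min at 37 deg C. ADP detected by HTRF Transcreener, 665/615 ratio.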
Numbers without * were called inactive; i = inactive; u = inconclusive; x = no result given; [ ] = another dose, or the depositor's remark. Unless noted, the call rests on the fitted dose curve; in most records, active means well fitted curve in the direction sought with a large enough effect; inconclusive means small, poorly fitted or top-dose-only effect, or another doubt; inactive means no such curve, though single readings can be large; an effect the other way counts as inactive or inconclusive.

SMILES	HepG2 tox	A549 viability	pAkt inh	MmCpn inh	Nrf2 activator	TGFb SMAD3 inh	ATXN viability	Nrf2 block	CCT chaperon mod
O=C(Nc1ccc(S(=O)(=O)Nc2ncccn2)cc1)c1cccc(Br)c1	12.9%	-0.9%	i	0.2%	-0.5%	0.2%	i	0.7%	-2.4
Cc1cnnc2c1-c1nonc1CC2	10.9%	4.1%	i	0.0%	0.3%	1.9%	i	2.3%	-0.9
N#Cc1cc(-c2ccccc2)[nH]c1-c1nccc2ccccc12	-36.5%	-13.7%	i	0.6%	0.2%	u	x	9.2µM*	-0.3
O=C(Cc1ccc(-c2ccccc2)cc1)NC(c1ccccc1)c1ccccc1	-36.4%	-3.9%	i	-4.0%	-0.6%	0.0%	i	-4.4%	-1.8
Cc1cc(C)c(S(=O)(=O)N(CC(=O)O)C2CCCCC2)c(C)c1	-19.1%	0.5%	i	1.3%	-0.1%	-30.9%	i	u	-1.9
Cc1ccc(S(=O)(=O)N(C)c2ccc(OC(=O)c3ccc(N4CCCC4=O)cc3)cc2)cc1	-16.1%	-2.2%	i	0.5%	0.3%	-6.6%	i	6.9%	-1.3
Cc1ccc(-c2[nH]c3ccccc3c2SCCNC(=O)c2ccc(S(=O)(=O)N(C)C)cc2)cc1	-18.3%	-9.9%	x	x	7.5%	-7.8%	i	u	x
COC(=O)c1c(NS(=O)(=O)c2ccccc2)csc1C	17.2%	4.2%	i	-0.4%	0.4%	-13.2%	i	u	2.1
O=C(c1cccc(N2C(=O)C3CC=CCC3C2=O)c1)N1CCCc2ccccc21 (stereo unspecified)	-16.9%	-10.3%	i	-2.0%	0.3%	3.7%	i	3.4%	-6.4
COc1ccc(C2c3ccc4ccccc4c3Oc3ncn(CCN4CCOCC4)c(=N)c32)cc1OC (stereo unspecified)	-68.7%	u	i	2.5%	3.4%	u	u	u	1.6
O=[N+]([O-])c1cc(C(F)(F)F)ccc1NCC1CCCO1 (stereo unspecified)	-3.9%	-8.3%	i	0.3%	0.9%	-3.7%	i	0.7%	0.5
COc1ccc(OC)c(NC(=O)COC(=O)c2ccc(OC)c(S(=O)(=O)N3CCCC3)c2)c1	-14.1%	0.0%	i	0.6%	-0.7%	3.0%	i	-9.7%	-0.9
Cc1cc(C)nc(N(C#N)CC(=O)Nc2ccccc2)n1	-2.9%	7.7%	i	1.6%	2.8%	8.4%	i	x	-1.7
Cc1ccc(C2=NCCn3nc4cc(C(F)(F)F)ccc4c32)cc1	0.7%	-0.8%	i	0.3%	4.9%	5.6%	i	17.0%	-0.1
O=C(CSc1nc(-c2ccc(F)cc2)[nH]c1-c1ccccc1)Nc1ccccc1	-20.3%	-23.9%	x	x	2.7%	u	i	20.6µM*	x
CC(=O)N1CCN(C(=S)NCc2ccccc2)CC1	-11.6%	-0.9%	i	1.6%	-0.7%	8.1%	i	7.2%	-1.1
Cc1ccc(N(C)S(=O)(=O)c2cccc(C(=O)OCC(=O)N(C)Cc3ccccc3)c2)cc1	-16.7%	x	i	x	-0.4%	-0.8%	u	x	0.9
Cc1ccc(C(C(=O)NC2CCCCC2)N(Cc2ccco2)C(=O)Cn2cnc3ccccc32)cc1 (stereo unspecified)	-30.9%	-1.8%	i	-1.1%	1.9%	-6.4%	i	-9.2%	-0.8
O=[N+]([O-])c1cccc(-c2nnc(-c3ccc4c(c3)OCO4)o2)c1	-3.3%	-1.3%	i	-1.4%	3.2%	6.2%	i	3.1%	-2.9
CCN(CC(=O)Nc1c(F)cccc1F)C(=O)c1ccc(-c2ccccc2)cc1	-20.1%	-7.3%	i	0.9%	-1.5%	-8.1%	i	u	-0.2
O=C(NC1CCCCCC1)C1Cc2ccccc2CN1C(=O)c1ccco1 (stereo unspecified)	6.9%	-6.9%	i	0.9%	2.5%	1.1%	i	-1.4%	1.9
CCC(=O)N1N=C2CC(C)(C)OCC2C1c1ccccc1 (stereo unspecified)	-8.0%	3.3%	i	-0.2%	-1.8%	-3.5%	i	5.3%	-3.6
COc1cccc(C(=O)Nc2cccc(OCC(=O)O)c2)c1	-30.3%	0.0%	i	0.6%	0.4%	5.6%	u	-17.8%	-3.7
O=C(CSc1nnnn1-c1ccccc1)Nc1ncc(Cc2cc(Cl)ccc2Cl)s1	-12.6%	0.0%	i	0.8%	-0.9%	-17.4%	i	-12.0%	-0.6
CC1(C)CC[C@]2(C(=O)O)CC[C@]3(C)C(=CCC4[C@@]5(C)CC[C@H](O)C(C)(C)C5[C@H](O)C[C@]43C)[C@@H]2C1 (stereo partly specified)	-19.0%	-17.7%	i	x	0.8%	u	u	u	0.3
CN1CCN(c2nc(-c3ccccn3)nc3ccccc23)CC1	-45.7%	-15.5%	i	-0.3%	-0.8%	12.1%	u	4.5%	1.9
Cn1cc(C[C@H](NC(=O)OC(C)(C)C)C(=O)N[C@@H](CO)Cc2ccccc2)c2ccccc21	-20.9%	-2.6%	i	x	0.7%	-20.7%	i	9.2%	-1.1
CSc1ccccc1-n1nnnc1SCC(=O)Nc1ccccc1C	-21.9%	-10.3%	i	0.0%	0.4%	2.0%	u	-24.4%	-2.1
COc1ccc(NC(=O)Nc2cccc(C)n2)cc1	-0.3%	1.0%	i	0.0%	10.9%	-2.1%	i	u	1.5
COc1ccc(-n2c(SCC(N)=O)nnc2-c2ccccc2F)cc1	1.0%	x	i	0.3%	-0.7%	-6.5%	i	4.5%	-1.8
Cc1ccc(N(CC(O)CN2CCCC2)S(=O)(=O)c2ccc(C)cc2)cc1 (stereo unspecified)	-5.9%	-2.0%	i	-0.8%	0.1%	0.0%	i	-3.4%	-6.1
CCN(CC)S(=O)(=O)c1ccc(C(O)=C(C#N)c2nc3ccccc3n2C)cc1	-0.6%	-18.2%	i	x	-0.8%	3.2%	u	23.1µM*	-1.8
FC(F)(F)c1nnc2ccc(N3CCCCC3)nn12	-6.2%	-7.6%	i	x	3.2%	12.5%	i	u	0.1
CCCc1nc(C)cc(N2CCN(c3ccccc3)CC2)n1	-13.1%	-1.4%	i	-0.3%	3.2%	u	i	-7.3%	2.1
O=C(Cn1cnc2ccccc2c1=O)NCc1cccs1	-5.0%	0.1%	i	-0.7%	0.3%	-2.2%	i	1.4%	-4.6
Cc1cc(C)c(OC2(c3ccccc3)OC(=O)c3ccccc32)c(C)c1 (stereo unspecified)	-19.3%	-18.2%	i	-0.7%	-0.2%	-10.6%	i	9.2µM*	-0.3
Oc1ccc(Br)cc1/C=N/n1c(-c2ccccc2)n[nH]c1=S	-21.0%	5.7%	i	1.1%	-1.2%	-13.9%	i	2.2%	-3.7
COc1ccc(CCNC(=O)c2cccc(Br)c2)cc1OC	5.8%	2.5%	i	2.1%	-1.0%	-4.1%	i	-54.0%	-2.0
CC(C)CC(=O)[C@@H](O)Cc1ccc(O)cc1	x	x	i	x	0.1%	x	u	x	0.8
COc1c(Cl)cc(Cl)cc1/C=N/NC(=O)c1nnn(-c2nonc2N)c1CN1CCC(C)CC1	-8.1%	-10.7%	i	0.3%	10.5%	-5.3%	i	-7.3%	0.5
Cc1ccccc1NC(=O)Nc1cnccn1	0.9%	1.7%	i	-0.2%	-0.1%	-19.6%	i	u	1.1
COc1cc2c(cc1OC)CN(S(=O)(=O)c1ccc3c(c1)OCCO3)CC2	-7.6%	0.2%	i	-2.8%	-0.1%	-17.8%	i	u	1.1
COc1cccc(-n2cc(CN(C)Cc3nc(Cc4cccc(F)c4)no3)cn2)c1	-3.1%	8.8%	i	4.2%	0.5%	-5.8%	i	-13.0%	-1.7
O=C(Cc1ccsc1)NCC(=O)Nc1ccc(F)c(F)c1	0.2%	-0.7%	i	-1.8%	7.3%	4.4%	i	-3.5%	-0.8
CCOc1ccc(C(=O)NCCc2csc(-c3cccc(F)c3)n2)cc1OCC	7.1%	20.7%	x	x	0.3%	23.8%	i	x	x
COc1cccc(-c2csc(N3CCN(CC(=O)Nc4ccc5c(c4)OCO5)CC3)n2)c1	-30.5%	3.2%	i	-14.3%	-0.7%	u	i	u	-0.4
O=C(C1CC(=O)N(c2ccccc2)C1)N1CCCCCC1 (stereo unspecified)	-5.2%	-0.9%	i	2.3%	-2.4%	1.1%	i	2.6%	-0.8
Cc1noc(C)c1S(=O)(=O)N(CC(=O)NC(C)c1ccccc1)c1ccc(C(C)C)cc1 (stereo unspecified)	-35.7%	11.4%	i	1.4%	-0.1%	u	i	-5.3%	2.0
C[C@H](O)[C@@H]1C(=O)N2CCc3ccc(-c4cccc(F)c4)cc3[C@@H]2C[C@@H]1N(C)C(=O)Nc1ccccc1	-6.6%	1.0%	i	x	11.6%	u	i	7.9%	1.6
COc1cccc(/C=N/n2cnc3cc(C)c(C)cc32)c1OC	-26.9%	1.2%	i	1.5%	5.5%	u	i	5.4%	3.2
O=C(C1=C[C@@H](c2ccc(C(F)(F)F)cc2)C[C@@H](OCc2ccc(CO)cc2)O1)N1CCOCC1	-3.1%	-4.1%	i	x	-0.3%	-18.5%	i	-8.0%	-3.8
Cc1ccc(S(=O)(=O)N2CCN(C(=O)c3cc(S(=O)(=O)N(C)C)ccc3N3CCCC3)CC2)c(C)c1	-53.2%	15.3%	i	-2.1%	-0.3%	-14.8%	i	-9.0%	-0.3
Cc1ccc(CNc2nc3ccc(Cl)cc3n3nnnc23)cc1	-37.6%	2.0%	x	x	3.1%	33.1%[activator]	i	5.4%	x
COC(=O)c1ccc2c(=O)n(CC3CCCO3)c(SCC(=O)Nc3ccc(OC)cc3OC)nc2c1 (stereo unspecified)	1.7%	-3.3%	i	1.5%	-0.5%	0.2%	i	12.6%	-0.2
